Screening results from PubChem BioAssay.
TNAP act hiacc – activators of human TNAP at high phosphate acceptor concentration; purified TNAP, CDP-star luminescence, 1 M DEA, 30 min; stronger effect = higher value; 0 = EDTA background, 1 = DMSO-only activity; activation factor at 20 µM; 200,000 tested, under 10 active; AID 1136;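 active = activation factor at least 2 at 20 µM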
Target sequence (P05186 whole entry, looked up): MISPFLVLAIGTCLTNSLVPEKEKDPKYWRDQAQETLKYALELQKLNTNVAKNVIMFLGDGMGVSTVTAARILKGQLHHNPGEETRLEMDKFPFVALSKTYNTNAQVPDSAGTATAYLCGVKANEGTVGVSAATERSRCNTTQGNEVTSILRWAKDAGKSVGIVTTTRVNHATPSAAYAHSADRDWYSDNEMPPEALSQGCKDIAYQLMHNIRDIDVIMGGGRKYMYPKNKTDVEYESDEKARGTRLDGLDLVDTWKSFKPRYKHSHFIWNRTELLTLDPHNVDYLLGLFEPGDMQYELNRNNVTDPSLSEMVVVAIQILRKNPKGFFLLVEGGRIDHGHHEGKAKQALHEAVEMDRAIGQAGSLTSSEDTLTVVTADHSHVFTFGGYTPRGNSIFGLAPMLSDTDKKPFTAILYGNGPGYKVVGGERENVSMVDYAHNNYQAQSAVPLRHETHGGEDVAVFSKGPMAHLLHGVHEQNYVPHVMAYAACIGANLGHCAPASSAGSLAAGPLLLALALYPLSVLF
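Test system – human TNAP · Doses – 20 µM single point · Incubation – 30 min, room temperature · Signal – luminescent substrate turnover signal · Read-out basis – activation factor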
TNAP inh noacc – blocks human TNAP activity with no phosphate acceptor present; P05186; purified TNAP, CDP-star luminescence, 30 min; inhibition, % at 20 µM; hit rate 0.26% among 200,000;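 active = tissue-nonspecific alkaline phosphatase inhibition above about 50% at 20 µM in the single-dose screen, limit read from the data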;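 note: 0% = DMSO negative control and 100% = EDTA positive control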
TNAP inh hi DEA – inhibitors of human TNAP at high phosphate acceptor concentration | P05186 | inhibition, % at 20 µM | purified TNAP, CDP-star luminescence, 1 M DEA | AID 1135 | hit rate 0.03% among 200,000;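 active = over 50% inhibition of tissue-nonspecific alkaline phosphatase at 20 µM in the single-dose screen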;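 note: plate controls were DMSO wells for no effect and EDTA-quenched wells as full inhibition for full effect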
PMI act – increases human mannose-6-phosphate isomerase activity. P34949. purified human PMI, coupled resazurin fluorescence, 20 min; stronger effect = higher value; 1 = vehicle control, 0 substrate-free wells. activation factor at 20 µM. hit rate 0.005% among 190,000;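 active = activation factor of 2 or more at 20 µM, relative to plate controls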
Target sequence (P34949 whole entry, looked up): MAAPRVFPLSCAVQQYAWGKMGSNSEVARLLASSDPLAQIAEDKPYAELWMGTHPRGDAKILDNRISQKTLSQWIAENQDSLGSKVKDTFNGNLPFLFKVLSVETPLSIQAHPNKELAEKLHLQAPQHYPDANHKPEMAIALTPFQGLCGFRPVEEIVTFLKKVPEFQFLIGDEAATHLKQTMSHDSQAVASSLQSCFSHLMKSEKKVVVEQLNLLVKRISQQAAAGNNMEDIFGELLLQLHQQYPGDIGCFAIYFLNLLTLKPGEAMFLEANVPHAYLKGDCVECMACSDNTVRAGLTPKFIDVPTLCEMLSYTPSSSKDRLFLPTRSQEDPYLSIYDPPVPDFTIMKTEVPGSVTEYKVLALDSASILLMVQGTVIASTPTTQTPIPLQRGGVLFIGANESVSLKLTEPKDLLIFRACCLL
FLuc inh counter – Photinus pyralis luciferase inhibition counter-screen | inhibition, % at 10 µM | hit rate 1.5% among 200,000 | ATPLite firefly luciferase biochemical luminescence, 10 min;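 active = inhibition above about 50% when tested at 10 µM, limit read from the data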
FLuc act counter – affects firefly luciferase, flagging false hits in luciferase stimulation screens. P08659. ATPlite luciferase biochemical, luminescence, 10 min; 0 = ATP-free wells, 1 = DMSO control. activation factor at 10 µM. 200,000 tested, under 10 active. AID 1027;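 active = luciferase activation factor, scaled between plate controls, of at least 2 with compound at 10 µM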
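Assay system: Luciferase/luciferin reagent mix; Medium: PBS as buffer for the ATP substrate; Dosing: test compounds dosed from 2 mM stocks in 100% DMSO; Times: 10 min, room temperature; Signal: luminescence from luciferase reaction; Read-out: luciferase activation; Controls: No-ATP low control, compound-free enzyme-plus-ATP high control.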
APP 5'UTR act – activates APP 5'UTR luciferase reporter. SH-SY5Y APP 5'UTR luciferase reporter, luminescence; zero percent = DMSO vehicle wells. activation, % at 2 µM. hit rate 1% among 190,000. AID 1276;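 active = activation above a set limit, based on mean plus 3 SD of controls, cut at about 140% in these data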; note: values of inactives mirror those of a sister screen read the other way
bIAP activator – intestinal alkaline phosphatase (bovine) activation; hit rate 0.17% among 200,000; purified bovine IAP, CDP-star luminescence, 30 min; stronger effect = higher value; fold of DMSO-control signal, blank-subtracted; activation factor at 20 µM;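 active = activation factor of 2 or more at 20 µM, a signal rise over negative controls twice the positive control's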
PMI act hi M6P – activators of human phosphomannose isomerase at near-saturating mannose 6-phosphate | AID 1216 | P34949 | activation factor at 20 µM | coupled PMI enzyme assay, resazurin fluorescence, 20 min; stronger effect = higher value; 1 = untreated enzyme, 0 = substrate-free blank | hit rate 0.34% among 190,000;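 active = activation factor of 2 or more at 20 µM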
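Test system – human PMI in coupled enzyme assay · Timing – 20 min incubation at room temperature · Detection – Diaphorase-driven resazurin-to-resorufin fluorescence, excitation 544, emission 590 nm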
NF-kB expr up – compounds increasing NF-kB expression in human neuronal cells. NF-kB reporter expression; stronger effect = higher value. fold change at 12.5 µM. hit rate 1.6% among 190,000; in the data active = fold change above about 3.3
Starred values were filed as active, the others as inactive; x = no result given. This is a subset (hit frequency here may not be typical).

Value order: TNAP act hiacc	TNAP inh noacc	TNAP inh hi DEA	PMI act	FLuc inh counter	FLuc act counter	APP 5'UTR act	bIAP activator	PMI act hi M6P	NF-kB expr up
> CCn1ccnc1CN1CCCC(C(=O)c2cc(C)c(OC)c(C)c2)C1 (stereo not given)
    1	-5	0	0.9	-3	1	6	1	1	0.84
> Cc1ccc2nsnc2c1-n1c(C)nc2ccccc2c1=O
    1.1	-12	-5	1	-4	1	x	1	1	0.99
> O=C(COc1ccc(S(=O)(=O)N2CCOCC2)cc1)N1CCN(Cc2ccc3c(c2)OCO3)CC1
    1	-5	-2	1.1	-7	1.1	2	1	1.1	1.1
> O=c1[nH]c(O)c(/C=C2\C=NN=C2c2ccccc2)c(=O)[nH]1
    1	51*	1	1.1	-10	1.1	8	0.9	1.2	1.2
> COCCCn1c(-c2ccc(OC)cc2)cc(C(=O)NC2CCCCCCC2)c1C
    1	-18	-3	0.8	-1	1	0	1	1	0.81
> CC1CCCC(NC(=O)COC(=O)Cc2ccccc2)C1C (stereo not given)
    1	1	-2	1.1	-6	1.1	7	0.8	1.1	0.93
> OC(c1ccc(F)cc1)C(c1ccccc1)N1CCOCC1 (stereo not given)
    1	-11	-1	0.9	-3	1	11	1	1	1.1
> CCN1C(=O)C(=Cc2cc(C)n(C3CC3)c2C)C(=O)N(CC)C1=S
    0.9	15	6	0.4	-4	1	-4	1.1	0.4	0.93
> O=C(c1cc(F)ccc1F)C1CCCN(Cc2ccc3nonc3c2)C1 (stereo not given)
    1.1	-5	-7	1	-6	1.1	7	1	1	1.1
> CCCCn1c(=O)c(C(=O)NCc2ccco2)c(O)c2ccccc21
    1	-14	-4	1.1	-2	1	-2	1.2	1.1	0.97

Taken from above (2 entries):
Value order: TNAP act hiacc	TNAP inh noacc	TNAP inh hi DEA	PMI act	FLuc inh counter	FLuc act counter	APP 5'UTR act	bIAP activator	PMI act hi M6P	NF-kB expr up
> O=C(COc1ccc(S(=O)(=O)N2CCOCC2)cc1)N1CCN(Cc2ccc3c(c2)OCO3)CC1
    1	-5	-2	1.1	-7	1.1	2	1	1.1	1.1
> O=c1[nH]c(O)c(/C=C2\C=NN=C2c2ccccc2)c(=O)[nH]1
    1	51*	1	1.1	-10	1.1	8	0.9	1.2	1.2

The list goes on:
Value order: TNAP act hiacc	TNAP inh noacc	TNAP inh hi DEA	PMI act	FLuc inh counter	FLuc act counter	APP 5'UTR act	bIAP activator	PMI act hi M6P	NF-kB expr up
> O=C(Cc1ccccc1)OC(COCc1ccccc1)CN1CCOCC1 (stereo not given)
    1.1	-15	-7	1	-7	1.1	14	1	1	1
> COc1cccc(-n2c(O)c(C=Nc3c(C)n(C)n(-c4ccccc4)c3=O)c(=O)[nH]c2=O)c1
    1	-7	0	1.2	-4	1	-3	1	1.1	1
> O=C(CN1CC(c2ccccc2)CC1=O)Nc1ccc(F)cc1 (stereo not given)
    1	-7	1	0.9	-1	1	6	0.9	0.9	1.1
> C=CCNC(=O)c1c(N)n(CCN2CCOCC2)c2nc3ccccc3nc12
    1	-4	-2	1.1	-5	1	-14	1.1	1	0.67
> COC(=O)C(O)(c1ccc2c(c1)CCCN2)C(F)(F)F (stereo not given)
    1.1	-14	-7	1	-6	1.1	-11	0.9	1	1.2
> CN1CCN(C(=O)COc2ccc(S(=O)(=O)N(C)Cc3ccccc3)cc2)CC1
    1	4	-3	0.9	-1	1	5	1.1	0.9	0.95
> N#Cc1ccccc1Cn1cc(C(=O)c2ccco2)c2ccccc21
    1	-10	-4	0.9	-7	1.1	-2	0.8	0.9	1
> c1ccc2sc(C3CCCNC3)nc2c1 (stereo not given)
    1	-6	-5	0.9	-5	1	30	1	0.9	1.2
> CCOP(=O)(OCC)C(NC(C)=O)C(Cl)(Cl)Cl (stereo not given)
    1	8	4	1.1	-2	1	10	1	1	1.3
> Clc1cccc(Cl)c1CN1CCN(c2ccccc2)CC1
    1	2	-4	0.9	-8	1.1	-4	0.8	1	1.2

(cont.)
Value order: TNAP act hiacc	TNAP inh noacc	TNAP inh hi DEA	PMI act	FLuc inh counter	FLuc act counter	APP 5'UTR act	bIAP activator	PMI act hi M6P	NF-kB expr up
> Cc1ccc(N(C)C(=O)Oc2cccc3cccnc23)cc1
    1	-13	-5	1	-6	1.1	-29	0.9	1	1.2
> CCCCCCC[n+]1ccc(-c2cc[n+](CCCCCCC)cc2)cc1
    1	2	3	1.1	2	1	-16	1	1	1
> O=c1[nH]c(=O)n(-c2ccccc2Cl)c(O)c1C=NCCN1CCCCC1
    1	-9	-2	0.9	-4	1	5	1.1	0.9	1.2
> O=P(Nc1cccnc1)(Oc1ccccc1Cl)Oc1ccccc1Cl
    1	-2	3	0.8	-3	1	3	0.9	0.9	1.2
> Cc1cc(/C=C2/C(=O)NC(=O)N(Cc3ccco3)C2=O)c(C)n1-c1ccccc1
    1	-9	4	1.2	23	0.8	-22	0.9	1	1.2
> O=c1[nH]c(=O)n(CCC2=CCCCC2)c(O)c1C=NC1CCN(Cc2ccccc2)CC1
    1.1	6	-9	0.9	-7	1.1	-4	1	0.8	1.2
> N#CCC(=O)NN1Cc2ccccc2C1=N
    1	-7	-2	1	1	1	-12	0.9	1	1.1
> O=[N+]([O-])[N-][n+]1cnn(Cc2ccc(Cl)cc2)c1
    1	-13	1	1.1	-8	1.1	-19	1.3	1	1.5
> CCC(C)n1c(C)cc(C(N)=O)c1C (stereo not given)
    1	-6	-4	0.9	-2	1	8	1	0.8	1.1
> CCOP(=O)(OCC)C(NC(=O)CN1C(=O)c2ccccc2S1(=O)=O)C(Cl)(Cl)Cl (stereo not given)
    1	-14	-1	1.2	-7	1.1	26	0.9	1.2	1.1

Next compounds
Structure | TNAP act hiacc | TNAP inh noacc | TNAP inh hi DEA | PMI act | FLuc inh counter | FLuc act counter | APP 5'UTR act | bIAP activator | PMI act hi M6P | NF-kB expr up
CCOP(=O)(OCC)C(O)c1ccc(Br)cc1 (stereo not given) | 1 | -3 | 0 | 1 | -2 | 1 | -5 | 0.3 | 1 | 1.1
CN1C(=O)NC(=O)[C@]2(Cc3ccccc3N3CCN(c4ccccc4)CC32)C1=O (stereo not given in full) | 0.9 | -8 | 10 | 1.7 | -1 | 1 | 21 | 0.9 | 2.1* | 0.85
CN1C(=O)C(=Cc2ccccc2OCc2ccccc2Cl)C(=O)N(C)C1=O | 1 | -7 | -2 | 1 | 0 | 1 | -1 | 0.9 | 1.1 | 1.1
Clc1ccc(C2NCCc3[nH]cnc32)cc1 (stereo not given) | 1 | -57 | -1 | 0.9 | -7 | 1.1 | -7 | 0.8 | 0.9 | 0.95
COC(=O)CC1(CC(=O)OC)C(=O)NC(=O)NC1=O | 1.1 | -12 | -8 | 1 | -7 | 1.1 | 0 | 1 | 0.9 | 0.94
O=C1/C(=C\c2ccc([N+](=O)[O-])cc2)N2CCC1CC2 | 1.1 | -9 | -5 | 1 | 1 | 1 | -1 | 1.1 | 1 | 1.5
Cc1cc(C(=O)CS(=O)(=O)c2ccccc2)cc(C)c1OC(=O)N(C)C | 1 | -12 | -4 | 1 | 78* | 0.2 | 50 | 1.1 | 1 | 2
COCCNC(=O)c1c(NC(=O)c2ccc(Br)o2)n(Cc2ccccc2)c2nc3ccccc3nc12 | 0.9 | 8 | 7 | 0.9 | -6 | 1.1 | -19 | 1 | 0.5 | 0.84
C=CCn1c(O)c(C=NCCN2CCNCC2)c(=O)[nH]c1=O | 1 | -7 | -2 | 0.9 | -4 | 1 | -5 | 1 | 1 | 1.2
N#CC1(c2ccccc2)CCN(C2CC(=O)N(c3ccc(F)cc3)C2=O)CC1 (stereo not given) | 1 | -3 | 2 | 1 | 6 | 0.9 | 2 | 1 | 0.9 | 1.1
O=C1N(c2ccccc2)C(c2cccnc2)N2CCCN12 (stereo not given) | 1 | -4 | 0 | 1.1 | -3 | 1 | 8 | 1 | 1.1 | 1
CCC12CN3CCN(CC(C3)C1O)C2 (stereo not given) | 1.1 | -10 | -6 | 1.1 | -10 | 1.1 | 5 | 0.6 | 1.1 | 1.1
CC(c1ccccc1)(c1ccccc1)c1ccncc1 | 1 | -10 | -3 | 1 | -3 | 1 | -14 | 1 | 1 | 1.1
Cc1ccc(-n2c(O)c(C=NC3CCCCC3N)c(=O)[nH]c2=O)cc1C (stereo not given) | 1.1 | -20 | -6 | 0.9 | -5 | 1.1 | 2 | 1.3 | 0.7 | 0.8
O=C1CC(c2cccnc2)=NN1c1ccccc1 | 1 | -11 | -4 | 1 | -2 | 1 | 1 | 1.1 | 0.9 | 1
CNC(=O)c1cccn(Cc2cc(C(F)(F)F)cc(C(F)(F)F)c2)c1=O | 1 | 2 | 1 | 0.9 | -4 | 1 | 8 | 0.9 | 0.9 | 0.81
CN1CCc2nc(SCc3ccccc3Br)c(C#N)cc2C1 | 1 | -2 | 2 | 1 | -4 | 1 | 5 | 1.2 | 0.7 | 1.1
CCCCN1C(=O)NC(=O)C2(Cc3c(nc4c(C)cccn4c3=O)N3CCc4ccccc4C32)C1=O (stereo not given) | 1 | 3 | 0 | 0.8 | -4 | 1 | 6 | 1 | 0.9 | 0.27
Cc1ccccc1CN1CCN(c2ccc(Cl)cc2)CC1 | 1 | 0 | 0 | 0.9 | -2 | 1 | -4 | 1 | 1 | 1.1
Cc1nc2ccccc2c(=O)n1-c1cccnc1 | 1.1 | -13 | -5 | 1 | -5 | 1.1 | -3 | 1 | 1 | 1.1
CCC(CO)(C(=O)OC1C[N+]2(C)CCC1CC2)c1ccccc1 (stereo not given) | 1 | -9 | -4 | 0.8 | 0 | 1 | 12 | 1 | 0.9 | 1.1
c1ccc(CCN2CCC(N3CCN(c4ccccc4)CC3)CC2)cc1 | 1.1 | -17 | -8 | 1 | -7 | 1.1 | 6 | 1.1 | 1 | 1
O=c1c2ccccc2nc(N2CCCC2)n1-c1ccccc1 | 1 | -18 | -5 | 1 | -6 | 1.1 | 18 | 0.9 | 0.9 | 1.1
C[n+]1c(-c2ccccc2)cc(-c2ccc(O)cc2)cc1-c1ccccc1 | 0.9 | 10 | 10 | 1 | -5 | 1 | -2 | 0.9 | 1 | 0.89
CC(=O)OC1N=C(c2ccccc2)c2cc(C)ccc2NC1=O (stereo not given) | 1.1 | -13 | -6 | 1 | -6 | 1.1 | -10 | 0.8 | 1 | 1.2
O=C(C1CCCN(c2nnc(-n3cccc3)s2)C1)N1CCC2(CC1)OCCO2 (stereo not given) | 1 | -4 | -1 | 0.9 | -5 | 1 | 5 | 0.9 | 1 | 1.4
COc1ccc(CC2C(=O)N(C)C(=O)N(C)C2=O)c(OC)c1 | 1 | 2 | -4 | 1.1 | -5 | 1.1 | -6 | 1 | 1.2 | 1.3
CN1CC(C(=O)c2ccc(Cl)cc2)C(c2ccccc2F)C1 (stereo not given) | 1 | -3 | -2 | 1 | -2 | 1 | 16 | 1 | 1 | 1.1
O=C1NC(=O)N(c2ccc3c(c2)OCO3)C(=O)/C1=C/c1cccs1 | 1 | -4 | -1 | 0.9 | 4 | 1 | 18 | 1 | 0.9 | 1.9
CNCCCc1ccccc1 | 1 | 2 | -3 | 1.1 | -10 | 1.1 | 2 | 0.9 | 1.1 | 1
CCc1ccc(C2=NN(CCC(=O)N3CCC4(CC3)OCCO4)C(=O)CC2)cc1 | 1 | -5 | 2 | 1 | -4 | 1 | 8 | 1.1 | 1 | 1.4
